Granule exo inh = LAMP-1 surface exposure blockers, TALL-104 cells – cell-based, flow cytometry, MLPCN library, primary screen. hit rate 0.66% among 360,000. TALL-104 LAMP-1 surface exposure; cells stimulated with thapsigargin and PMA. inhibition, % at 10 µM;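 active means inhibition above about 55%, limit read from the data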
ABCB6 inh MLPCN = ABCB6 transporter inhibitors, primary screen, K562-ABCB6 cells, flow cytometry, MLPCN library; ATP-binding cassette sub-family B member 6 (Homo sapiens), Q9NP58; K562-ABCB6 porphyrin accumulation, 1 h; active compounds read low; fluorescence ratio to DMSO, % at 10 µM; hit rate 0.19% among 360,000; AID 602162, 2011;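 active means fluorescence ratio to DMSO below 75%, the collection mean minus 3 SD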;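 further: signal is porphyrin accumulated inside mitochondria; 100% equals median channel fluorescence of DMSO control wells; lower ratio means ABCB6 inhibition with less porphyrin fluorescence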
aDG glyco act = activators of alpha-DG glycosylation, primary screen, uHTS, Pro5-aDG cells, AlphaScreen; alpha-DG glycosylation AlphaScreen (IIH6); 0% Pro5, 100% B10-LARGE cell signal; activation, % at 10 µM; hit rate 0.22% among 360,000;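 active means activation of at least 8% versus controls, or a plate z-score of at least 8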;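 further: Pro5 are CHO cells carrying HIG-tagged alpha-DG that lacks glycosylation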
Cardio protect = cardioprotection against H2O2-induced cell death, primary screen, uHTS, H9c2 cells, ATPLite luminescence. H9c2 cardiomyocytes, H2O2 injury protection, 2 h. protection from H2O2 cell death, % at 20 µM. hit rate 0.63% among 360,000. AID 588492, 2011;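 active means compounds giving at least 50% protection of heart cells from peroxide-induced death in the single-dose screen, raw or plate-pattern-corrected value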;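 further: 0% = DMSO wells with peroxide and 100% = DMSO wells without peroxide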
hiPSC survival = enhancers of single-cell hiPSC survival, primary screen, ATPlite luminescence | survival enhancement, % at 20 µM | hit rate 0.044% among 360,000 | 100% = ROCK inhibitor wells, 0% = DMSO; in the data active means survival enhancement above about 18%;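 further: cells exposed to compounds for 16 hours before the ATP read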
Vif imaging = HIV Vif self-association inhibitors, primary screen, imaging, HEK293T, single point | HEK293T cells, Vif self-association by quenched fluorescence, 24 h | inhibition, % at 7.49 µM | hit rate 0.35% among 340,000 | AID 602346, 2012; in the data active means inhibition above about 50%, passing the limit was not always enough; further: some results filed as inactive read as strong as hits
PDI inh = inhibitors of human PDI, primary screen, biochemical, turbidity, single point, plate reader; AID 588391, 2011; Protein disulfide-isomerase (Homo sapiens), P07237; hit rate 0.052% among 350,000; PDI insulin aggregation turbidity, A650, 90 min; inhibition, % at 10 µM;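 active means mean inhibition across replicates of 30% or more, whatever share of single replicates reach that level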;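 further: absorbance from insulin aggregation driven by PDI reduction with DTT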
CaV13 ICDI inh = Primary screen for inhibitors of IQ motif and Ca2+-dependent inactivation inhibitor domain binding in CACNA1D, Förster resonance energy transfer in living cells, …; HEK cells, CFP/YFP FRET ICDI-IQ, plate reader, 10 min; percent FRET-ratio fall versus neutral wells; inhibition, % at 12.3 µM; hit rate 0.098% among 340,000;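 active means mean replicate inhibition of at least 30% and at least 1% of replicates passing that level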;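 further: 0% = median of the neutral control wells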
N-glyco inh = increase of ERlucT glycosylation luciferase signal, primary screen, N-linked glycosylation inhibitor project, D54 ERlucT cells, luminescence, set 2 | D54 ERlucT glycosylation luciferase reporter, 24 h; percent of 100 nM tunicamycin response | hit rate 0.23% among 360,000 | reporter increase, % at 12.5 µM;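 active means mean luciferase reporter signal, scaled so untreated is 0 and the glycosylation-blocking control 100, at or above a set limit in every replicate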;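 further: luciferase carries N-glycosylation sites so blocking glycosylation raises the light; 0% = median of neutral control wells and 100% = median of 100 nM tunicamycin wells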
HTR2A ag = mouse Htr2a agonists via beta-arrestin recruitment, primary screen, cell-based, luminescence; 5-hydroxytryptamine receptor 2A (Mus musculus), P35363; CHO-K1 mHTR2A beta-arrestin complementation; percent of 30 µM serotonin response; activation, % at 7.6 µM; hit rate 0.66% among 360,000;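 active means activation above a run cutoff, the mean activation of all tested compounds plus 3 SD, cut at about 14% in these data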;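 further: 0% = plate median of compound wells and 100% = 30 µM serotonin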
Target sequence (P35363 whole entry, looked up): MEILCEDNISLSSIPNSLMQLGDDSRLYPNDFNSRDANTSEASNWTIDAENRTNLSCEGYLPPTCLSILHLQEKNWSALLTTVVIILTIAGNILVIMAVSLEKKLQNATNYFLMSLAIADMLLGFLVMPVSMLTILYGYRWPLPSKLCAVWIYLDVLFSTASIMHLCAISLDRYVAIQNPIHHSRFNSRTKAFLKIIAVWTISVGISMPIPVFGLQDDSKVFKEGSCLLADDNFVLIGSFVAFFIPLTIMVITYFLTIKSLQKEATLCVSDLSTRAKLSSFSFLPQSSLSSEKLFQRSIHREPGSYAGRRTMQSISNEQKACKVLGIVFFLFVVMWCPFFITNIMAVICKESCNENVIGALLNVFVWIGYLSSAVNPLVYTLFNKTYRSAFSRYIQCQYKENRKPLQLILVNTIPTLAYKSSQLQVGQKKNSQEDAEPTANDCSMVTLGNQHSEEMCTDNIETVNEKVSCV
* = called active by the depositor; x = no result given.

SMILES	Vif imaging	PDI inh	Granule exo inh	hiPSC survival	Cardio protect	aDG glyco act	N-glyco inh	HTR2A ag	CaV13 ICDI inh	ABCB6 inh MLPCN
Cc1n[nH]c(C)c1CCc1nc2c3ccccc3nc(SCC(=O)Nc3ccccc3F)n2n1	0	7	-1	12	18	-0.2	-1	2	-6	95
O=S(=O)(c1ccc(SCc2ccc(Br)cc2)nc1)N1CCOCC1	-11	7	-1	-0.4	-6	0.2	-6	-11	-16	91
Cn1ccnc1Sc1cc(Cl)ccc1[N+](=O)[O-]	9	-1	1	0.7	8	0.0	0	0	-6	91
N#Cc1cc([N+](=O)[O-])cnc1N(CCO)CCO	3	7	1	0.6	-3	-0.3	6	0	-3	99
CC(=O)CC1c2cc(F)ccc2C=C(c2ccsc2)N1c1ccc(-c2ccc(C(N)=O)cc2)cc1 (configuration not stated)	x	x	3	0.2	x	0.1	x	4	-9	100
COc1ccc(N2CCN(C(=O)c3oc4ccccc4c3NC(=O)Cc3cccc(OC)c3)CC2)cc1	1	4	6	-0.8	-2	-0.4	-1	1	-14	97
COc1cc2c(cc1NC(=S)NC(=O)/C=C/c1ccc(OC)c(OC)c1)oc1ccccc12	1	-30	-1	-1.7	-4	0.8	0	4	-5	101
CCCCCC1CC(=O)C=C(C)C1C(=O)OC (configuration not stated)	-3	1	-7	-0.8	-1	0.3	2	-1	-5	104
O=C(Nc1nnc(-c2ccc3c(c2)CCCC3)o1)C1COc2ccccc2O1 (configuration not stated)	2	-14	-1	-1.7	22	-0.1	0	-6	-5	100
Cc1ccc(-c2ccc(=O)n(Cc3c(F)cccc3Cl)n2)cc1	-11	4	4	-0.7	-5	-0.1	-6	-6	-12	96
CCOC(=O)Cc1csc(NC(=O)COc2ccc(C)cc2)n1	5	-4	15	-0.4	-10	-0.3	-1	7	-1	95
COc1ccccc1Nc1c2ccccc2nc2ccccc12	-2	-13	82*	-0.2	-15	0.5	3	-2	-17	97
CCC(=O)N1CCc2cc(OC)c(OC)cc2C1COc1ccc(OC)cc1 (configuration not stated)	-1	-1	0	0.0	-1	0.3	1	-2	1	106
CC12CCC(=O)C=C1CCC1C2C(O)CC2(C)C1CCC2(O)C(=O)COC(=O)COCC(=O)O (configuration not stated)	7	-5	-4	2.6	3	0.0	3	14	-5	85
CCCCOc1ccc(N2C(=O)CC(N(CCc3ccccc3)C(=O)/C=C/C(=O)O)C2=O)cc1 (configuration not stated)	7	2	-9	1.2	3	0.0	3	2	-4	97
N#Cc1nc(-c2ccc(Cl)cc2)oc1N1CCCCC1	3	2	-2	1.1	-7	-0.4	1	7	-7	97
CCCC(=O)N(CCN1CCOCC1)c1nc2cc(C)c(C)cc2s1	-6	-4	22	-0.2	0	0.4	-12	2	-11	93
CC(=O)Nc1ccc(SCC(=O)Nc2sccc2C#N)cc1	3	-7	0	0.0	9	0.1	0	3	2	100
O=C(NCCc1cccs1)C1CC(c2ccccc2F)=NO1 (configuration not stated)	-5	-1	-3	-1.4	5	0.0	1	-3	-6	99
COc1ccc(NC(=O)NCc2cccnc2)cc1	-1	-7	0	-0.4	-1	-0.1	1	5	-3	92
Cn1nccc1-c1coc2c(C(=O)N3CCOCC3)cccc12	39	-7	-6	1.4	2	-0.3	1	4	-12	102
COc1ccc(OC)c(-n2cc3c(=O)n(C)c(=O)n(C)c3c2)c1	18	5	3	0.8	7	0.1	10	7	-5	94
COc1ccc(-c2cn(CCC(=O)NCc3ccc(C)cc3)c(CCN)n2)cc1	x	-8	4	-2.8	3	0.2	0	-2	-11	98
COc1ccccc1NC(=O)N(C)C[C@H]1Oc2ncc(C#CCN(C)C)cc2C(=O)N([C@H](C)CO)C[C@H]1C	-2	5	-1	1.2	-2	0.0	4	2	x	101
COc1ccccc1CN1C(=O)CN(C2CCCC2)C(=O)C1c1ccc(F)cc1 (configuration not stated)	-4	-14	-2	-1.2	10	0.4	0	-3	-6	97
O=C(CNC(=O)Cc1ccccc1)NCC(=O)N1CCCCC1	2	3	-2	0.0	-3	0.1	1	8	x	107
CN1CCN(S(=O)(=O)c2cnccc2N2CCN(c3cccc(Cl)c3)CC2)CC1	6	4	5	-0.7	-6	0.4	-2	-6	-3	95
CC(=O)c1ccc2c(c1)CC1(C2)Cc2cc3c(cc2C1)C(=O)CC3 (configuration not stated)	-9	3	1	1.5	-12	0.5	9	-3	-8	98
COc1ccc(N2CCN(S(=O)(=O)c3cccs3)CC2)cc1	18	-4	2	-0.4	3	-0.2	-2	-2	x	92
CCOC(=O)c1c(C)c(C(=O)NC(C)COC)c(C)n1CC (configuration not stated)	-11	1	2	4.6	-2	1.7	2	2	-8	101
CN1CCC(N(C)S(=O)(=O)c2ccc(NC(=O)COc3ccc(F)cc3)cc2)CC1	-9	-2	-2	-0.5	6	0.2	3	-14	-15	100
Cc1cc2oc(=O)cc(CN3CCC(C)CC3)c2cc1C	-10	-18	1	-0.7	3	0.1	-3	-1	-2	94
CN(C)c1ccc(P(=O)(Nc2ccc([N+](=O)[O-])cc2)N2CCOCC2)c(NC(=O)c2cccs2)c1 (configuration not stated)	-13	-3	2	-1.0	0	0.1	-4	6	-2	89
O=C(COC(=O)CC1CCCC1)Nc1ccc(Cl)cn1	10	-3	2	-0.1	5	-0.1	-3	0	-13	93
Cc1cc(NC(=O)COC(=O)c2ccc(C)c(C)c2)no1	22	-1	-5	-0.8	-2	0.2	0	8	-5	94
Cn1c(CCNC(=O)c2ccccc2Cl)n[nH]c1=S	0	10	0	4.1	8	0.0	2	1	-5	106
COc1ccc(C(CCNC(C)c2ccccc2)C(C)C)cc1 (configuration not stated)	1	7	3	-0.1	-4	0.1	-2	-2	-5	97
O=C(COC(=O)CCCNC(=O)c1ccc(Cl)cc1)Nc1cc(Cl)ccc1Cl	4	-5	-4	-0.3	4	0.2	0	0	-6	94
CC1Cc2ccccc2N1C(=O)c1cc2c(=O)n3ccccc3nc2n1C (configuration not stated)	12	-1	0	-1.0	66*	-0.3	-4	8	-5	86
Cc1ccccc1OCc1nnc(SCC(=O)O)n1-c1cccc(Cl)c1	-2	13	2	-0.4	3	0.0	1	2	-2	98

Record cards, as listed above:
Cn1c(CCNC(=O)c2ccccc2Cl)n[nH]c1=S reads Vif imaging: 0; PDI inh: 10; Granule exo inh: 0; hiPSC survival: 4.1; Cardio protect: 8; aDG glyco act: 0.0; N-glyco inh: 2; HTR2A ag: 1; CaV13 ICDI inh: -5; ABCB6 inh MLPCN: 106
CN(C)c1ccc(P(=O)(Nc2ccc([N+](=O)[O-])cc2)N2CCOCC2)c(NC(=O)c2cccs2)c1 (configuration not stated) reads Vif imaging: -13; PDI inh: -3; Granule exo inh: 2; hiPSC survival: -1.0; Cardio protect: 0; aDG glyco act: 0.1; N-glyco inh: -4; HTR2A ag: 6; CaV13 ICDI inh: -2; ABCB6 inh MLPCN: 89

The list goes on:
SMILES	Vif imaging	PDI inh	Granule exo inh	hiPSC survival	Cardio protect	aDG glyco act	N-glyco inh	HTR2A ag	CaV13 ICDI inh	ABCB6 inh MLPCN
CCOc1ccc(C(=O)/C=C/c2ccccc2C(F)(F)F)cc1	1	-10	-2	-1.1	-11	0.4	4	-1	-6	102
COc1cc(NC(=O)c2ccccc2)c(OC)cc1NC(=O)Cc1ccccc1	-5	12	0	0.4	12	0.0	-1	3	-5	95
Clc1cccc(OCCN2CCNCC2)c1	1	0	0	-3.8	3	0.6	1	7	-4	89
CC1CCN(CC[C@H]2CCCN2S(=O)(=O)c2cccc(O)c2)CC1	-6	-1	8	4.8	15	-0.2	-2	-7	-5	160
CC1(C)CC(NC(=O)c2ccccc2)CC(C)(C)N1	2	-9	-1	0.1	3	-0.1	1	0	-1	97
COc1ccc(Br)c(C(=O)OCc2cc(=O)oc3cc(C)ccc23)c1	-3	1	22	-0.4	-5	0.0	-1	0	-4	93
COC(=O)c1ccc2c(CCO)c[nH]c2c1	-1	1	-7	5.9	-5	-0.1	2	5	-10	95
CN1CCN(S(=O)(=O)c2ccc(NC(=O)c3ccc(Br)s3)cc2)CC1	-12	-7	2	-1.1	0	0.1	-2	-3	-9	109
C[C@@]12C(=O)N(CCc3c[nH]c4ccccc34)CC(=O)N1[C@H]1c3ccccc3OC[C@@H]1[C@@H]2c1ccccc1	-4	2	4	0.2	5	0.0	-2	-1	-5	99
Cc1nn(CC2CC2)c(=O)n1-c1ccc(C(C)C)cc1	1	-5	0	1.0	-6	0.0	0	2	-7	100
O=C(Cc1ccc(-n2cnnn2)cc1)NC12CC3CC(CC(C3)C1)C2	1	5	12	1.0	-22	0.7	0	4	-4	92
CCOCC(O)CNC(=O)c1ccc(OC2CCN(C(=O)c3cccnc3)CC2)cc1 (configuration not stated)	0	-1	0	0.1	-3	-0.1	1	-1	-16	102
Cc1cc(C)cc(N2CC(c3nc4ccccc4n3C)CC2=O)c1 (configuration not stated)	x	x	1	2.6	16	-0.2	2	6	-2	99

Screening data deposited in PubChem by several laboratories.
